M1 PAM parental – nonselective calcium activators in parental CHO-K1 cells, primary screen, counter-screen for M1 PAM project, cell-based, Fluo-8 calcium fluorescence, full deck, 1536-well; ATP EC20; 0% at ATP EC20, 100% at ATP max; activation, % at 3 µM; 360,000 compounds, 0.02% hits;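 active means activation above the run cutoff, the mean activation of all test compounds plus 3 SD, cut at about 40% in these data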;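 further: peak over basal fluorescence ratio in a 140 s read after ATP addition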
TAAR1 agonist – human TAAR1 agonists, primary screen, Fluo-8 calcium fluorescence, CHO RD-HGA16 cells. Trace amine-associated receptor 1 (Homo sapiens), Q96RJ0. vehicle wells 0%, saturating PEA agonist 100%. activation, % at 3 µM. 360,000 compounds, 0.99% hits;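 active means activation above the mean activation of all test compounds in the run plus 3 SD, cut at about 38% in these data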
Target sequence (Q96RJ0 whole entry, looked up): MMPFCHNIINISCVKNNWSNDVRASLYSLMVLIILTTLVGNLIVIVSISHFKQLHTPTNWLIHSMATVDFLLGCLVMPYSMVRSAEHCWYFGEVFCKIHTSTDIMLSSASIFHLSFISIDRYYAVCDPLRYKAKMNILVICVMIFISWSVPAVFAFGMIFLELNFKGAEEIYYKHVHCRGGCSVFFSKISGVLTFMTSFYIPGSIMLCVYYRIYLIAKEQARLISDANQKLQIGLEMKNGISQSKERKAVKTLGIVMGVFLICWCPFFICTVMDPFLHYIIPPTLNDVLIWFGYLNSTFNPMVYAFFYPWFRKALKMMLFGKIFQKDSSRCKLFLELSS
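Test system: RD-HGA16 (CHO) cells co-expressing Gα16 and hTAAR1; dosing: one-point dosing at 3 µM (nominal); timing: 17-24 h seeding, 75 min 37 °C dye, 30 min RT; signal: kinetic Fluo-8 calcium fluorescence; read-out basis: % activation relative to PEA EC100 response; controls: DMSO and PEA EC100; replicates: n 1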
CHO-K1 Ca antag – nonselective inhibitor or artifact in parental CHO-K1 cells; 360,000 compounds, 0.6% hits; AID 602250; inhibition, % at 3 µM; ATP-induced calcium, Fluo-8 fluorescence;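 active means inhibition above a per-plate cutoff, the plate's mean sample inhibition plus 3 SD, cut at about 24% in these data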;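 further: 0% = DMSO plus EC80 ATP and 100% = DMSO alone without ATP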
CHO parental Ca – ATP-evoked calcium signal inhibitors, parental CHO, primary screen, counter-screen for OX1R antagonist project, cell-based, fluorescence, Fluo-8 calcium dye; AID 463079, 2010; 330,000 compounds, 0.63% hits; parental CHO-K1, ATP-induced calcium, Fluo-8 fluorescence; inhibition, % at 5.6 µM;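 active means inhibition above that plate's mean sample inhibition plus 3 SD, cut at about 26% in these data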;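 further: 0% = ATP-challenged DMSO wells and 100% = DMSO wells without ATP; some compounds past the cut are filed as inactive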
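Material: parental CHO cells / Compound: single nominal dose of 5.6 µM per compound / Signal: Fluo-8 fluorescence / Replicates: singlicate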
OXTR potentiator – human OXTR potentiators, primary screen, fluorescence, CHO-OTR cells, Fluo-8 calcium | 320,000 compounds, 0.061% hits | activation, % at 3 µM | AID 2445, 2010 | Fluo-8 calcium fluorescence, potentiator mode; 0% = oxytocin EC15, 100% = EC100;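 active means activation above that plate's cutoff, the mean activation of tested compounds plus 3 SD, cut at about 6.6% in these data, passing the limit was not always enough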;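 further: 100% uses oxytocin at 75 nM as the full agonist control; some results filed as inactive read as strong as hits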
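test system = CHO-OTR cells, human receptor | compound = single-point 3.0 µM | schedule = 6 min compound pre-incubation at room temperature, 100 s kinetic read | signal = Fluo-8 no-wash calcium dye fluorescence, excitation 470-495 nm, emission 515-575 nm | repeats = single well per compound, singlicate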
CHRM1 agonist – human M1 muscarinic receptor agonists, primary screen, Fluo-8 calcium fluorescence, CHO-K1 cells, HTS | Muscarinic acetylcholine receptor M1 (Homo sapiens), P11229 | CHO-K1 hM1, agonist mode; 0% DMSO, 100% acetylcholine EC100 | activation, % at 3 µM | 360,000 compounds, 0.33% hits | AID 588814, 2011;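 active means activation above the run's mean compound activation plus 3 SD, cut at about 16% in these data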;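 further: peak over basal fluorescence ratio within a 140 s kinetic read after compound addition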
CHO-K1 Ca ag – counter-screen for M1 agonists: effect in parental CHO-K1 cells. Fluo-8 calcium fluorescence; scaled to maximal ATP response, vehicle zero. activation, % at 3 µM. 360,000 compounds, 0.48% hits. AID 602248, 2012; in the data active means activation above about 15%;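 further: untransfected CHO-K1 host cells lacking M1 receptor as counterscreen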
V1aR counter – agonists of human V1a receptor, primary screen, counter-screen for OXTR agonist project, fluorescence, CHO-V1R cells | AID 2797, 2010 | activation, % at 3 µM | Fluo-8 calcium fluorescence, agonist mode; 0% DMSO, 100% 3 nM vasopressin | Vasopressin V1a receptor (Homo sapiens), P37288 | 320,000 compounds, 0.25% hits;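 active means activation above the mean activation of all tested compounds plus 3 SD, per screening run, cut at about 20% in these data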;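 further: signal is peak over basal fluorescence ratio across a 100 second FLIPR read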
Target sequence (P37288 whole entry, looked up): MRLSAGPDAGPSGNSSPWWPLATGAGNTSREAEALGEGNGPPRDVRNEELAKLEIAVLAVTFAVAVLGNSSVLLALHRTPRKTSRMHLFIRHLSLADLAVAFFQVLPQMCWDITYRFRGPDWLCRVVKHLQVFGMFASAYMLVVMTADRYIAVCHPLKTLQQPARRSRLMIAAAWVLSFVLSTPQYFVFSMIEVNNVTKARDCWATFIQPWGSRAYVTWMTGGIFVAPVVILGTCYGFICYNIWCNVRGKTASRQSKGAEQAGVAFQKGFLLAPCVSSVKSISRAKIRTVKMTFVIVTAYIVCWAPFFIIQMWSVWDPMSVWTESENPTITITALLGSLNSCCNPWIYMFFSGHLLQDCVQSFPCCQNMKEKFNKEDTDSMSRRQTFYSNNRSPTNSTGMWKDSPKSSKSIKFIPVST
TAAR1 antag – human TAAR1 antagonists, primary screen, Fluo-8 calcium fluorescence, CHO RD-HGA16 cells; antagonist; inhibition, % at 3 µM; 360,000 compounds, 1.5% hits;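 active means inhibition above a per-plate cutoff, the mean inhibition of test compounds on that plate plus 3 SD, cut at about 49% in these data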;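 further: 0% = DMSO plus EC80 beta-PEA response and 100% = DMSO alone without agonist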
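Material: CHO RD-HGA16 cells bearing hTAAR1; compound dosing: one-point dosing, 3 µM nominal final; schedule: dye loading 75 min at 37 °C, then 30 min room temperature; measured by: calcium fluorescence with Fluo-8; control set: vehicle and agonist controls; replication: n of 1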
Active calls of the source: *; / = not tested or not shown.

SMILES	M1 PAM parental	TAAR1 agonist	CHO-K1 Ca antag	CHO parental Ca	OXTR potentiator	CHRM1 agonist	CHO-K1 Ca ag	V1aR counter	TAAR1 antag
CN(Cc1ccccc1)C(=O)CN1C(=O)NC(C)(c2ccc(Cl)cc2)C1=O (stereo unspecified)	5.0	-0.4	-3.4	-13.0	-5.5	1.6	4.4	4.2	1.8
Cc1ccc(CNC(=O)C23CN(Cc4ccccc4)CC2C(c2ccc([N+](=O)[O-])cc2)=NO3)cc1 (stereo unspecified)	-12.3	3.9	1.9	-14.7	0.6	-2.2	-0.4	0.4	-2.8
Cc1ccc2cccc(SCC(=O)NCC#N)c2n1	5.7	0.6	-9.0	5.7	-1.4	-0.3	0.2	0.6	-2.9
Oc1ccccc1Cn1c(-c2ccccc2O)nc2ccccc21	0.7	3.2	7.8	-12.5	3.3	-6.9	0.3	0.6	14.1
COc1ccc(-c2nc(CS(=O)(=O)CC(=O)NCc3cccc(Br)c3)c(C)o2)cc1	-1.2	12.3	-4.2	-25.9	-4.3	-3.0	0.1	0.1	-9.2
Cc1sc2ncn(CC(=O)NCc3ccco3)c(=O)c2c1-c1ccc(F)cc1	-6.2	3.0	15.8	-11.4	-15.4	-2.0	-0.2	2.2	-4.9
COc1ccccc1N1CC(C(=O)Nc2nnc(SCc3cccnc3)s2)CC1=O (stereo unspecified)	-18.9	0.1	0.6	-22.0	-3.1	-1.0	0.4	-0.7	-18.5
CC(C)(C(=O)N1CCC1(C)C(=O)NS(=O)(=O)c1ccc(C#N)cc1)c1ccccc1 (stereo unspecified)	0.7	0.6	-4.6	/	/	-4.1	0.9	/	3.8
O=C(Cc1ccc(Cl)cc1)Nc1ccc2oc(=O)ccc2c1	-3.1	2.5	-2.2	3.6	-5.1	0.3	2.0	3.2	-13.7
CCCCOC(=O)c1ccc(NC(=O)Nc2ccc(OC)c(OC)c2)cc1	4.7	11.7	12.5	3.3	-23.2	3.4	6.4	7.0	41.1
CCOCCCNS(=O)(=O)c1ccc(NC(=O)Cc2c(F)cccc2Cl)cc1	0.4	13.9	3.9	-4.7	-10.0	-5.2	0.4	1.6	-1.2
O=C(COC(=O)c1cccc(O)c1)NC(=O)Cc1ccccc1	-15.8	19.9	2.7	6.7	-8.6	5.1	1.9	8.4	16.2
COc1cc(/C=C/C(=O)Nc2ccc(S(=O)(=O)Nc3onc(C)c3C)cc2)cc(OC)c1OC	16.0	1.2	-17.8	/	/	-2.6	0.1	/	-12.1
CC(=O)OC[C@@H]1CN(Cc2cccc(C(F)(F)F)c2)C[C@H](n2cnc3c(NCc4ccco4)ncnc32)O1	9.3	9.4	-6.4	/	/	2.7	7.4	/	56.5*
O=C(Nc1cccs1)Nc1ccc(Br)cc1F	-1.6	10.5	10.3	-0.3	-14.2	-0.3	10.2	8.2	38.6
CCCCN(C)CCNC(=O)c1cn(C)c(=O)c2c1c1ccccc1n2C	4.2	4.0	-15.5	-10.3	-20.6	-5.3	-0.1	-0.9	-7.8
O=C(c1nc(-c2ccccc2)n(-c2ccccc2)n1)N1CCN(S(=O)(=O)c2ccccc2)CC1	0.2	4.1	-12.7	-4.3	-1.8	-3.4	0.4	0.6	-3.0
Cc1c(C(=O)NCc2ccccc2)c(-c2ccccc2)nn1-c1ccccc1	16.2	2.6	-15.8	-22.2	2.6	-9.9	2.0	-1.4	18.5
COc1cccc2cc(C(=O)C3=C(O)C(=O)N(CCN4CCOCC4)C3c3cccc(Cl)c3)oc12 (stereo unspecified)	7.7	-0.3	27.4*	-22.8	-9.2	5.2	-0.5	-0.9	-8.3
COc1ccc(CC(=O)OCC(=O)N2CCCc3ccccc32)cc1	15.6	0.5	-2.3	-5.6	-2.7	-4.4	1.0	-0.6	-31.0
CCOC(=O)C1CCCN(C(=O)COc2ccc(S(=O)(=O)N3CCOCC3)cc2)C1 (stereo unspecified)	-7.2	15.0	4.8	1.5	-4.3	31.3*	0.1	1.9	4.4
COc1ccc(CCc2nnc(CCC(=O)N(C)Cc3ccncc3C)o2)cc1	2.7	0.4	-1.0	-5.4	-3.0	-7.8	0.5	1.3	5.0
COc1ccc(C(CNC(=O)CNC(=O)c2cccc(F)c2)N2CCOCC2)cc1 (stereo unspecified)	6.4	0.7	-3.7	/	/	-2.5	-0.3	/	-26.8
Cc1ccc(S(=O)(=O)N(C)c2cc(S(N)(=O)=O)c(C)cc2C)cc1	23.7	3.0	-16.3	-13.7	-17.6	-3.1	2.2	1.2	2.5
Cc1cc(Cl)cc(C)c1OCCCCN1CCOCC1	-7.0	5.4	-14.7	-14.0	-5.3	-8.3	0.3	-0.1	3.7

Reprinted from the part before: 2 entries; new compounds follow.
SMILES	M1 PAM parental	TAAR1 agonist	CHO-K1 Ca antag	CHO parental Ca	OXTR potentiator	CHRM1 agonist	CHO-K1 Ca ag	V1aR counter	TAAR1 antag
Cc1ccc(S(=O)(=O)N(C)c2cc(S(N)(=O)=O)c(C)cc2C)cc1	23.7	3.0	-16.3	-13.7	-17.6	-3.1	2.2	1.2	2.5
Cc1cc(Cl)cc(C)c1OCCCCN1CCOCC1	-7.0	5.4	-14.7	-14.0	-5.3	-8.3	0.3	-0.1	3.7
Cc1cccc(C(=O)NC2CCCc3ccccc32)c1 (stereo unspecified)	/	11.4	/	-20.1	-6.2	/	/	-0.9	-1.2
O=C(NNS(=O)(=O)c1ccc(Cl)cc1)c1cc(-c2ccccc2)n[nH]1	11.8	12.7	-12.8	-13.6	-3.7	-4.0	1.9	1.2	6.8
COc1ccc(C(=O)COC(=O)CCn2nnc(-c3cccc(O)c3OC)n2)cc1	10.3	7.0	-16.9	-4.4	-4.3	-0.2	0.6	0.5	10.8
COCCNC(=O)/C(C#N)=C\c1ccc(CNS(=O)(=O)c2ccc(C)cc2)o1	4.6	2.6	-3.1	-0.1	-16.3	-1.8	1.8	0.3	4.8
C/C(=N\OCC(=O)N/N=C/c1ccccc1O)c1cccs1	1.3	32.1	1.1	-15.0	-8.0	-2.9	0.5	4.8	15.0
CNC(=O)N(O)C1N(/N=C/c2cccnc2)C(=S)SC1(C)C (stereo unspecified)	6.4	9.1	-8.6	-2.7	-1.4	-0.5	-0.2	0.3	-18.4
COc1ccc(/C=C/C(=O)c2ccccc2)cc1COc1ccccc1F	-7.1	20.5	3.1	11.8	-7.8	0.2	0.3	3.2	34.0
Cc1ccc(C(=O)NNC(=S)NC(=O)c2ccc(Cl)cc2)cc1	-19.4	146.4*	9.0	34.4*	-13.1	98.3*	101.8*	81.4*	108.4*
O=[N+]([O-])c1ccc(/C=N/n2c(C3CCCCC3)n[nH]c2=S)cc1	25.0	16.9	-9.8	-10.9	-3.8	-5.5	0.4	-1.9	-17.1
O=C(CCCOc1ccccc1)Nc1ccc(Br)cc1	8.6	8.4	-5.4	20.3	-12.1	-4.6	1.0	0.4	18.4
COC(=O)C(Cc1c[nH]c2ccccc12)NC(=O)c1cccc(S(=O)(=O)N2CCCCC2)c1 (stereo unspecified)	6.6	2.7	-3.0	-11.8	-10.5	-2.5	1.8	6.1	2.7
Nc1cc(C(=O)N2CCN(c3cccc(Cl)c3)CC2)ccc1N1CC2CC(C1)c1cccc(=O)n1C2 (stereo unspecified)	7.1	1.3	-13.1	/	/	-7.5	0.8	/	6.3
CC(C)(C)NC(=O)COc1ccc(CNc2ncn[nH]2)cc1	-1.7	0.5	0.1	-6.0	0.3	-3.6	-0.3	-0.6	-16.5
COc1ccccc1NC(=O)c1cc([N+](=O)[O-])ccc1NCCN1C(=O)CCC1=O	28.5	0.9	-26.5	-25.8	-14.6	-3.6	1.6	-0.2	-0.9
COc1ccc(CN(C)C(=O)c2ccc(NC(=O)CC3SC(N4CCCC4)=NC3=O)cc2)c(OC)c1 (stereo unspecified)	7.0	3.2	-1.1	-6.3	-8.0	-2.5	0.0	-0.3	-10.9
CNC(=S)Nc1ccc(Br)cc1	22.5	4.6	-8.4	-1.7	0.5	-7.7	2.9	0.4	-20.0
COC(=O)c1ccccc1NC(=O)N1CCN(c2ccc(F)cc2)CC1	12.9	9.8	-11.3	4.5	-9.2	-5.6	1.1	-1.3	-3.8
O=C(Nc1ccc(OC(F)F)c(Cl)c1)Nc1ccc2c(c1)OCO2	3.8	6.8	27.1*	36.5*	-27.4	1.0	8.1	10.9	38.3
COc1ccc(-c2ccc(CO)o2)cc1N	11.5	11.5	-4.2	-2.5	-1.9	-4.2	9.3	0.3	-25.2
O=S(=O)(c1ccc(F)cc1)N1CCN(CC(O)COCc2ccccc2)CC1 (stereo unspecified)	8.1	0.6	-6.2	/	/	-4.2	1.3	/	7.4
Cc1cccc(/C=N/NC(=O)c2cc(C)nc3ccccc23)n1	-1.8	1.0	-6.0	-10.1	-11.9	-2.6	2.7	0.1	-0.5
O=C(Nc1cnn(C23CC4CC(CC(C4)C2)C3)c1)c1cnn2c(C(F)(F)F)cc(-c3ccco3)nc12	4.6	-0.4	-7.0	-1.3	-1.8	0.8	0.0	-0.1	-0.8
CC(=O)Nc1nc(-c2ccc(Cl)cc2)nc(C)c1C(C)=O	-2.7	1.6	5.9	-10.9	3.0	-2.6	0.6	1.1	10.1
CCCCNC(=O)C1CCCN(S(=O)(=O)c2ccc(S(=O)(=O)NCC(C)C)cc2)C1 (stereo unspecified)	25.3	11.6	-10.2	-25.9	-9.1	-3.5	3.4	1.4	0.9
Cc1cc(NS(=O)(=O)c2ccc(NC(=S)NC(=O)c3ccc(C(C)(C)C)cc3)cc2)no1	7.2	45.0*	-2.4	-0.8	-5.2	-9.1	0.8	-0.4	-5.4
O=C(Nc1cc(S(=O)(=O)N2CCCCC2)ccc1Cl)c1ccccc1NS(=O)(=O)c1ccc(F)cc1	2.4	7.3	21.2	37.6	-10.4	2.9	11.6	6.6	23.4

Ordered by formula weight (largest number first): some entries from above
SMILES	M1 PAM parental	TAAR1 agonist	CHO-K1 Ca antag	CHO parental Ca	OXTR potentiator	CHRM1 agonist	CHO-K1 Ca ag	V1aR counter	TAAR1 antag
Cc1cc(NS(=O)(=O)c2ccc(NC(=S)NC(=O)c3ccc(C(C)(C)C)cc3)cc2)no1	7.2	45.0*	-2.4	-0.8	-5.2	-9.1	0.8	-0.4	-5.4
COc1ccccc1NC(=O)c1cc([N+](=O)[O-])ccc1NCCN1C(=O)CCC1=O	28.5	0.9	-26.5	-25.8	-14.6	-3.6	1.6	-0.2	-0.9
O=[N+]([O-])c1ccc(/C=N/n2c(C3CCCCC3)n[nH]c2=S)cc1	25.0	16.9	-9.8	-10.9	-3.8	-5.5	0.4	-1.9	-17.1

High-throughput results (PubChem BioAssay)
